TAAR1 ag: human TAAR1 agonism | Q96RJ0 | CHO RD-HGA16 TAAR1, Fluo-8 calcium fluorescence; vehicle wells 0%, saturating PEA agonist 100% | activation, % at 3 µM | 0.99% of 360,000 active | AID 624467;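 active means activation above the mean activation of all test compounds in the run plus 3 SD, cut at about 38% in these data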
Target sequence (Q96RJ0 whole entry, looked up): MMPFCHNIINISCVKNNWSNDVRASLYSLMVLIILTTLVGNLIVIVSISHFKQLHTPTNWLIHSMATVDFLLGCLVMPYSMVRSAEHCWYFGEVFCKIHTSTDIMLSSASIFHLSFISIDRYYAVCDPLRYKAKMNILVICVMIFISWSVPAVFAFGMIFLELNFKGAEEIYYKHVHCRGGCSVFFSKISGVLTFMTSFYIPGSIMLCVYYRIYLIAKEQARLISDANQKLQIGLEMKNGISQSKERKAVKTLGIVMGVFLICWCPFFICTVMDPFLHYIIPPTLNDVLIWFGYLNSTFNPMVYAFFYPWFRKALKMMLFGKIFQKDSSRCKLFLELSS
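Repeats: no replicates (n 1) | Material: CHO-derived RD-HGA16 cells with stable Gα16 and human TAAR1 | Technique: Kinetic Fluo-8 calcium fluorescence | Schedule: 17-24 h seeding, 75 min 37 °C dye, 30 min RT | Evaluation: % activation from peak over basal fluorescence ratio, DMSO-to-PEA scaled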
M4 ag: agonists of human muscarinic M4 receptor (CHRM4). P08173. CHO-K1 hM4/Gqi5, Fluo-8 calcium fluorescence; vehicle 0%, full acetylcholine response 100%. activation, % at 3 µM. 0.14% of 360,000 active. AID 624127;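 active means activation above the run mean over all test wells plus 3 SD, cut at about 32% in these data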;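 further: peak over basal fluorescence ratio per well then scaled between controls; 0% = DMSO wells and 100% = acetylcholine at EC100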
Target sequence (P08173 whole entry, looked up): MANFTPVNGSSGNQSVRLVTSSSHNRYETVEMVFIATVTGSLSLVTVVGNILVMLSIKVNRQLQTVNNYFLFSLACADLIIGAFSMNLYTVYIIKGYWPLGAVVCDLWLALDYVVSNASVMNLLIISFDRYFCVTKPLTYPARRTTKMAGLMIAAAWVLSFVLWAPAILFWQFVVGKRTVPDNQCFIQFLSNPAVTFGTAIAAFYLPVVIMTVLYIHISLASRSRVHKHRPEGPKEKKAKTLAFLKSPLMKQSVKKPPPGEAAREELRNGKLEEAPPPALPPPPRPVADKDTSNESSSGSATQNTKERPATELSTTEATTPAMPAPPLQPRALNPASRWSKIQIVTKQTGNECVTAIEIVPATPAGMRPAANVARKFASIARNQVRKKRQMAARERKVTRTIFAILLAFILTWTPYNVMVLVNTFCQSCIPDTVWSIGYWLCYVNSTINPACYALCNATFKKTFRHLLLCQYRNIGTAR
M5 ag: agonists of human muscarinic M5 receptor (CHRM5); P08912; CHO-K1 hM5 cells, Fluo-8 calcium fluorescence; 0% DMSO wells, 100% maximal acetylcholine response; activation, % at 3 µM; 0.19% of 360,000 active; AID 624037;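 active means activation above the run's mean over test compounds plus 3 SD, cut at about 23% in these data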;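 further: signal is peak over basal fluorescence ratio across the kinetic read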
M1 antag: human CHRM1 antagonism | P11229 | CHO-K1 hM1, Fluo-8 calcium fluorescence, ACh EC80 antagonist | inhibition, % at 3 µM | 1.3% of 360,000 active;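 active means percent inhibition above its own plate's cutoff, namely the mean of that plate's compound wells plus 3 SD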;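 further: peak over basal fluorescence ratio during 140 s after agonist addition; 0% = ACh EC80 plus DMSO and 100% = DMSO alone without agonist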
CHRM5 antagonist: blocks acetylcholine activation of human M5 receptor. P08912. CHO-hM5 cells, Fluo-8 calcium fluorescence, ACh EC80. AID 624040. 0.59% of 360,000 active. inhibition, % at 3 µM;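 active means inhibition above a per-plate cutoff, the mean of that plate's test compounds plus 3 SD, cut at about 27% in these data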;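 further: 0% = acetylcholine EC80 with DMSO and 100% = DMSO without agonist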
CHRM1 agonist: human M1 muscarinic receptor agonism | CHO-K1 hM1, Fluo-8 calcium fluorescence, agonist mode; 0% DMSO, 100% acetylcholine EC100 | activation, % at 3 µM | 0.33% of 360,000 active | AID 588814;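 active means activation above the run's mean compound activation plus 3 SD, cut at about 16% in these data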;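 further: peak over basal fluorescence ratio within a 140 s kinetic read after compound addition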
M1 PAM: potentiates human M1 receptor response to acetylcholine; CHO-K1 hM1, Fluo-8 calcium fluorescence, ACh EC20; 0% = ACh EC20, 100% = maximal ACh; 0.088% of 360,000 active; AID 588819; P11229; activation, % at 3 µM; in the data active means activation above about 19%, passing the limit was not always enough
M5 PAM: potentiates acetylcholine response at human M5 receptor | CHO-K1 hM5, Fluo-8 calcium, ACh EC20 PAM; 0% = ACh EC20, 100% = ACh EC100 | activation, % at 3 µM | 0.3% of 360,000 active | AID 624038;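 active means activation above the run cutoff, the mean activation of all test compounds plus 3 SD, cut at about 18% in these data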
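system = human M5 receptor in CHO-K1 cells | reagent = EC20 acetylcholine as agonist stimulus | compound dosing = single-point, 3 µM nominal | incubation = Fluo-8 loading 80 min at 37 °C plus 30 min room temperature | detection = Fluo-8 calcium dye fluorescence, kinetic read | benchmarks = low control EC20 acetylcholine (0%), high control EC100 acetylcholine (100%)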
M4 antag: blocks acetylcholine activation of human M4 receptor | CHO-hM4 cells, ACh EC80, Fluo-8 calcium fluorescence | inhibition, % at 3 µM | 0.73% of 360,000 active;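 active means inhibition above its plate's cutoff, the mean inhibition of sample wells plus 3 SD, cut at about 27% in these data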;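 further: 0% = acetylcholine EC80 with DMSO and 100% = DMSO without agonist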
* = called active by the depositor; · = no result given. Not all compounds are listed; count on the stated rates, not on these rows.

Keys: A = TAAR1 ag; B = M4 ag; C = M5 ag; D = M1 antag; E = CHRM5 antagonist; F = CHRM1 agonist; G = M1 PAM; H = M5 PAM; I = M4 antag
[1] O=C(COC(=O)c1c(Cl)ccc(Cl)c1Cl)NC(=O)NCc1ccccc1
  A: 1; B: 3; C: -2; D: -9; E: 8; F: -4; G: 4; H: -9; I: -4

[2] CC(C)(C)NC(=O)C12CC3CC(CC(Cl)(C3)C1)C2
  A: 4; B: 0; C: -7; D: 5; E: 3; F: -14; G: -2; H: -2; I: 1

[3] O=C(COC(=O)c1cnccn1)NCCc1ccc(Cl)cc1
  A: 0; B: 0; C: -1; D: -9; E: -8; F: -2; G: 9; H: 4; I: -1

[4] C=C(C)c1cccc(C(C)(C)NC(=O)N2CCOCC2)c1
  A: 14; B: 0; C: 0; D: -17; E: -1; F: -2; G: 1; H: 2; I: 1

[5] C=C(C)CNC(=S)NNC(=O)CCn1c2ccccc2c2ccccc21
  A: 6; B: 3; C: 2; D: 1; E: -3; F: -3; G: 9; H: 3; I: -9

[6] Cc1ccc(CN2CCN(CC(=O)O)C2=O)cc1
  A: 7; B: 1; C: -3; D: 6; E: 3; F: -8; G: 5; H: 4; I: -2

[7] CCC(C)[C@H](NC(=O)NC1CC1)C(=O)O (stereo partly specified)
  A: 3; B: 0; C: 2; D: 2; E: 7; F: -1; G: -3; H: -2; I: 7

[8] Cc1ccc(-c2nc3ncccc3o2)cc1N
  A: 0; B: 0; C: 0; D: -16; E: 14; F: -4; G: 7; H: -6; I: -4

[9] O=C(NCc1ccccn1)Nc1ccc(Cl)cc1
  A: 2; B: 1; C: 3; D: 10; E: 4; F: -2; G: 0; H: 2; I: 10

[10] Cc1cc(C)n(-c2nnc(Cl)c3ccccc23)n1
  A: 2; B: -1; C: 2; D: -7; E: 0; F: -1; G: 8; H: 8; I: 4

[11] O=C(NCc1cccs1)C1CCN(S(=O)(=O)c2cccc([N+](=O)[O-])c2)CC1
  A: 0; B: 1; C: 0; D: 5; E: -4; F: -6; G: 3; H: 4; I: 1

[12] C/C(=N\NC(=O)CCC(=O)NCc1ccccc1)c1ccc([N+](=O)[O-])cc1
  A: -2; B: 0; C: 2; D: -16; E: 9; F: -3; G: 7; H: -1; I: 0

[13] Cc1ccc(NS(=O)(=O)c2cc(OCC(N)=O)c(C)cc2Cl)cc1
  A: 5; B: 3; C: 7; D: -1; E: -8; F: 2; G: 0; H: 7; I: -2

[14] O=C(COC(=O)c1cccc2ccccc12)Nc1cccnc1Cl
  A: 1; B: 3; C: 0; D: 0; E: -2; F: -5; G: 7; H: -2; I: 6

[15] COCCNC(=O)CN1c2ccccc2CC1C (stereo unspecified)
  A: 12; B: 1; C: -7; D: 6; E: 0; F: -4; G: -3; H: -6; I: 2

Arranged by molecular weight (low to high): 10 of the compounds above.
Keys: A = TAAR1 ag; B = M4 ag; C = M5 ag; D = M1 antag; E = CHRM5 antagonist; F = CHRM1 agonist; G = M1 PAM; H = M5 PAM; I = M4 antag
[8] Cc1ccc(-c2nc3ncccc3o2)cc1N
  A: 0; B: 0; C: 0; D: -16; E: 14; F: -4; G: 7; H: -6; I: -4

[6] Cc1ccc(CN2CCN(CC(=O)O)C2=O)cc1
  A: 7; B: 1; C: -3; D: 6; E: 3; F: -8; G: 5; H: 4; I: -2

[10] Cc1cc(C)n(-c2nnc(Cl)c3ccccc23)n1
  A: 2; B: -1; C: 2; D: -7; E: 0; F: -1; G: 8; H: 8; I: 4

[2] CC(C)(C)NC(=O)C12CC3CC(CC(Cl)(C3)C1)C2
  A: 4; B: 0; C: -7; D: 5; E: 3; F: -14; G: -2; H: -2; I: 1

[4] C=C(C)c1cccc(C(C)(C)NC(=O)N2CCOCC2)c1
  A: 14; B: 0; C: 0; D: -17; E: -1; F: -2; G: 1; H: 2; I: 1

[3] O=C(COC(=O)c1cnccn1)NCCc1ccc(Cl)cc1
  A: 0; B: 0; C: -1; D: -9; E: -8; F: -2; G: 9; H: 4; I: -1

[14] O=C(COC(=O)c1cccc2ccccc12)Nc1cccnc1Cl
  A: 1; B: 3; C: 0; D: 0; E: -2; F: -5; G: 7; H: -2; I: 6

[5] C=C(C)CNC(=S)NNC(=O)CCn1c2ccccc2c2ccccc21
  A: 6; B: 3; C: 2; D: 1; E: -3; F: -3; G: 9; H: 3; I: -9

[12] C/C(=N\NC(=O)CCC(=O)NCc1ccccc1)c1ccc([N+](=O)[O-])cc1
  A: -2; B: 0; C: 2; D: -16; E: 9; F: -3; G: 7; H: -1; I: 0

[1] O=C(COC(=O)c1c(Cl)ccc(Cl)c1Cl)NC(=O)NCc1ccccc1
  A: 1; B: 3; C: -2; D: -9; E: 8; F: -4; G: 4; H: -9; I: -4

The listing continues:
Keys: A = TAAR1 ag; B = M4 ag; C = M5 ag; D = M1 antag; E = CHRM5 antagonist; F = CHRM1 agonist; G = M1 PAM; H = M5 PAM; I = M4 antag
[16] Cc1ccc(S(=O)(=O)NN2C(=O)/C(=C/c3cccnc3)SC2=S)cc1
  A: 0; B: 1; C: -2; D: -4; E: 7; F: -3; G: 0; H: -2; I: 1

[17] CC(CCc1ccccc1)NC(=O)c1cc2sccc2n1C (stereo unspecified)
  A: ·; B: -2; C: -2; D: -2; E: 7; F: -5; G: -1; H: -4; I: -4

[18] Cc1ccc(C(=O)Nc2cccc([N+](=O)[O-])c2)cc1S(=O)(=O)Nc1ccc(NC(=O)c2ccccc2)cc1
  A: 1; B: 1; C: 0; D: -1; E: 7; F: -5; G: 4; H: 1; I: 1

[19] CC(=O)Nc1ccc(SCC(=O)c2cc(C)n(-c3ccccc3)c2C)cc1
  A: 3; B: 0; C: -1; D: 3; E: 5; F: -3; G: -6; H: -3; I: 5

[20] O=C1CN(C(=S)Nc2ccccc2Cl)CCN1
  A: 2; B: 1; C: 4; D: -10; E: 7; F: -1; G: 9; H: 12; I: -10

[21] Cc1nnc(N)s1
  A: 10; B: 0; C: 5; D: -11; E: -2; F: -2; G: 7; H: 2; I: -4

[22] CC(OC(=O)Cc1c[nH]c2ccccc12)C(=O)Nc1ccccc1F (stereo unspecified)
  A: 0; B: 1; C: 3; D: 1; E: -2; F: -1; G: 1; H: 0; I: -4

[23] Cc1cc(C)c(C#N)c(SCS(=O)c2ccc(C(C)(C)C)cc2)n1 (stereo unspecified)
  A: 11; B: 18; C: 0; D: -21; E: 2; F: -5; G: -6; H: -14; I: -10

[24] CC1CCN(C(=O)CCC(=O)Nc2nnc(C(F)(F)F)s2)CC1
  A: ·; B: 1; C: -2; D: -12; E: 9; F: -2; G: 9; H: -3; I: -11

[25] O=C(N/N=C/c1ccc(O)cc1O)NC12CC3CC(CC(C3)C1)C2
  A: 20; B: 7; C: 4; D: -16; E: -2; F: 3; G: 8; H: 0; I: -15

[26] O=C(NCC(=O)N1CCCCC1)c1ccc(Br)o1
  A: 0; B: 0; C: -2; D: -9; E: 11; F: -2; G: 7; H: -6; I: 9

[27] CN(CCCC(=O)Nc1ccncc1)S(=O)(=O)c1ccc(Cl)cc1
  A: 5; B: 8; C: 0; D: 9; E: 14; F: 1; G: -2; H: -9; I: 9

[28] NS(=O)(=O)c1ccc(OC(=O)CNC(=O)OCc2ccccc2)cc1
  A: 14; B: 0; C: 1; D: -13; E: -7; F: -2; G: 9; H: 6; I: -3

Screening results deposited in PubChem BioAssay by The Scripps Research Institute Molecular Screening Center.
